# GPR55 antagonists – inhibition of LPI-stimulated GPR55 beta-arrestin translocation – imaging, U2OS, beta-arrestin-GFP, LPI agonist, primary screen (AID 2013); U2OS GPR55 beta-arrestin-GFP translocation imaging, LPI antagonism; higher % means a stronger effect; inhibition, % at 10 µM, or IC50 in µM where a hit was titrated; hit rate 0.13% among 290,000;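 active = spots per cell inhibited over 60%, with over 100 cells counted and total cytoplasm intensity under 500,000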;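 note: U2OS cells stably carrying GPR55 and arrestin-GFP stimulated by 5 µM LPI near EC80; imaged beta-arrestin-GFP aggregate spots per cell after agonist stimulation; plate controls were LPI-stimulated DMSO wells for no effect and DMSO wells without LPI for full effect; some results filed as inactive read as strong as hits; confirmed hits need IC50 under 10 µM and bright autofluorescent wells are also inconclusive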
# KOR beta-arrestin-1 – KOR agonists, beta-arrestin recruitment, primary screen, cell-based, luminescence, uHTS (AID 1777); KOR beta-arrestin recruitment, luminescence; higher % means a stronger effect; activation, % at 10 µM, or EC50 in µM where a hit was titrated; hit rate 0.02% among 280,000; in the data active = activation above about 50%, passing the limit was not always enough; note: a part of the inactive calls stands beside numbers as strong as those of hits
# HIV peptide binding – inhibitors of HIV fusion peptide binding, primary screen, biochemical, uHTS, fluorescence dequenching (AID 1986); inhibition, % at 20 µM; hits with a dose series show IC50 in µM; hit rate 0.3% among 290,000; cell-free peptide binding, fluorescence dequenching, 30 min; higher % means a stronger effect; in the data active = inhibition mostly above about 52%, no sharp cut-off; inactive = mostly below about 76%; note: some results filed as inactive read as strong as hits
# KOR beta-arrestin-2 – kappa opioid receptor blockers – cell-based, luminescence, uHTS (AID 1778); one-dose inhibition, % at 10 µM; IC50 in µM for titrated hits; hit rate 0.091% among 290,000; KOR beta-arrestin recruitment, luminescence, antagonist mode; higher % means a stronger effect; in the data active = inhibition above about 50%; note: strong numbers were not always called active
# Dengue-2 NS5 capping – flavivirus cap methylation enzyme inhibition – biochemical, confirmation dose response, primary screen (AID 588689). Dengue-2 NS5 methyltransferase capping enzyme assay, biochemical; higher % means a stronger effect. hit rate 0.3% among 340,000. inhibition, % at 25 µM; hits with a dose series show IC50 in µM; in the data active = a potency from the dose series
# GPR35 antagonists – GPR35 antagonists blocking zaprinast-driven arrestin recruitment, primary screen, imaging, U2OS, beta-arrestin-GFP, zaprinast agonist (AID 2058). U2OS GPR35 beta-arrestin-GFP translocation imaging, zaprinast antagonism; higher % means a stronger effect. one-dose inhibition, % at 10 µM; IC50 in µM for titrated hits. hit rate 0.052% among 290,000;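 active = inhibition of at least 50% with at least 30 cells and total cytoplasm GFP at most 10,000,000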
# West Nile antiviral – West Nile virus antiviral activity, cell-based, CPE readout (AID 1621). West Nile virus-infected cells, CPE inhibition; higher % means a stronger effect. CPE inhibition, % at 10 µM, or IC50 in µM where a hit was titrated. hit rate 0.02% among 290,000; in the data active = a potency from the dose series; note: strong numbers were not always called active
# GPR55 activation – selective activators of receptor GPR55 – imaging, U2OS cells, beta-arrestin-GFP redistribution, primary screen (AID 1961); U2OS GPR55 beta-arrestin-GFP redistribution imaging; higher % means a stronger effect; activation, % at 10 µM; hits with a dose series show EC50 in µM; hit rate 0.048% among 290,000;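 active = activation above 40% with more than 50 cells counted in the well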;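 note: U2OS osteosarcoma cells stably expressing GPR55 and beta-arrestin-GFP; plate controls were DMSO negative control for no effect and LPI positive control for full effect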
# NOD1 inhibition – inhibition of NOD1-driven NF-kB reporter – cell-based, luminescence, uHTS, primary screen (AID 1578). NOD1-driven NF-kB luciferase reporter cells, luminescence; higher % means a stronger effect. inhibition, % at 4 µM, or EC50 in µM where a hit was titrated. hit rate 1% among 290,000; in the data active = inhibition mostly above about 36%, no sharp cut-off; inactive = mostly below about 34%;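 note: HEK-293T reporter cells stimulated with the NOD1 agonist gamma-tri-DAP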
# * marks the source's active call; other numbers are inactive results; · = no result given; [ ] = dose if it differs, or a comment. An excerpt; count on the stated rates, not on these rows.
SMILES,GPR55 antagonists,KOR beta-arrestin-1,HIV peptide binding,KOR beta-arrestin-2,Dengue-2 NS5 capping,GPR35 antagonists,West Nile antiviral,GPR55 activation,NOD1 inhibition
CC(C)[C@H](NC(=O)c1ccccc1Cl)C(=O)OCc1cc([N+](=O)[O-])cc2c1OCOC2,1%,16%,-0.1%,24%,0%,-7%,0.6%,-0.4%,-32%
COc1ccc(NC(=O)c2c(C)oc3c2CCCC3)cc1,0%,-2.1%,1.9%,1%,-6%,-8%,1.4%,1.0%,-12%
OCCC1CN(Cc2cccn2-c2ccccn2)CCN1C1CCCCC1 (centres undefined),10%,6.9%,1.9%,-4%,-4%,9%,0.0%,-0.3%,-41%
COc1cccc(NC(=O)NNC(=O)CCc2ccc(O)c(O)c2)c1,6%,6.8%,-1.9%,4%,-1%,11%,-0.7%,-0.1%,-6%
COc1cccc(N=CC2=C(O)CC(C)(C)CC2=O)c1,-2%,2.5%,3.0%,-12%,12%,-3%,0.8%,-0.2%,-23%
CCOc1ccc(-c2cc(C(=O)N3CCC(C)CC3)c3ccccc3n2)cc1,4%,4.5%,1.3%,-1%,-2%,-7%,-1.2%,0.2%,-64%
Cc1cccn2c(=O)c(/C=C(\C#N)C(=O)NCc3ccco3)c(N3CCCCC3)nc12,-5%,5.5%,4.0%,-9%,-3%,-4%,0.1%,-0.2%,-15%
C/C(=N\NC(=S)Nc1cccc(C)c1)c1cc2ccccc2o1,16%,-3.0%,-1.7%,-23%,-1%,-19%,-0.5%,-0.1%,-10%
O=C(N/N=C/c1ccc([N+](=O)[O-])o1)c1cn(-c2ccccc2)nc1-c1ccc(Cl)cc1,10%,2.9%,64%*,-381%[20 µM],3%,-1%,-0.9%,0.2%,-27%
NC1=NC[C@@H](Cc2ccc(O)cc2)N1CCCCC1CCCCC1,-1%,-3.2%,-1.5%,39%,-6%,-5%,0.5%,-0.1%,-7%
CCCOc1ccc(N2C(=O)CC(N(O)c3ccccc3)C2=O)cc1 (centres undefined),3%,16%,0.1%,21%,6%,10%,0.2%,-0.1%,-58%
CC1Cc2ccccc2C(=O)N1 (centres undefined),19%,-2.5%,-2.2%,-27%,1%,-16%,0.3%,-0.1%,-10%
COCCCn1c(C)nnc1SCC(=O)NCc1ccco1,-4%,-4.5%,0.1%,-3%,0%,-13%,-0.1%,1.0%,-18%
O=C(c1cc2ccccc2o1)N1CCC(N2CCC(C(=O)N3CCCC3)CC2)CC1,11%,-10%,1.7%,-19%[20 µM],1%,3%,-0.6%,0.2%,-13%
COc1cccc(C(=O)N2CCN=C2SC)c1,11%,-0.2%,1.4%,8%,-8%,-4%,-0.1%,-0.5%,-38%
CCc1cc(C(=O)N2CCCC(CO)(Cc3ccc(F)cc3)C2)n(C)n1 (centres undefined),-3%,-5.2%,-2.7%,26%,-3%,22%,-0.2%,0.8%,12%
CCCc1cc(=O)[nH]c(SCC(=O)N2CCN(S(=O)(=O)c3ccccc3)CC2)n1,5%,0.5%,-0.1%,1%,2%,-1%,-0.3%,0.0%,-16%
COc1ccc(NC(=O)c2ccc(S(=O)(=O)N(C)C)cc2)cc1,-8%,-3.5%,1.6%,25%,-9%,-11%,-0.6%,0.5%,-41%
CCCCOCCCN1CC(=O)N2C(C)c3[nH]c4ccccc4c3C[C@H]2C1=O (some centres undefined),-3%,0.1%,0.1%,-31%,1%,-7%,-1.2%,0.0%,-13%
C/C=C(\C)CN1CCC(n2nccc2NC(=O)CCCc2ccccc2)CC1,8%,-3.5%,0.0%,4%,-6%,-9%,0.1%,-0.1%,-15%

# Profiles, quoted from the list.
# COc1cccc(NC(=O)NNC(=O)CCc2ccc(O)c(O)c2)c1 is listed as GPR55 antagonists: 6%; KOR beta-arrestin-1: 6.8%; HIV peptide binding: -1.9%; KOR beta-arrestin-2: 4%; Dengue-2 NS5 capping: -1%; GPR35 antagonists: 11%; West Nile antiviral: -0.7%; GPR55 activation: -0.1%; NOD1 inhibition: -6%
# CC(C)[C@H](NC(=O)c1ccccc1Cl)C(=O)OCc1cc([N+](=O)[O-])cc2c1OCOC2 is listed as GPR55 antagonists: 1%; KOR beta-arrestin-1: 16%; HIV peptide binding: -0.1%; KOR beta-arrestin-2: 24%; Dengue-2 NS5 capping: 0%; GPR35 antagonists: -7%; West Nile antiviral: 0.6%; GPR55 activation: -0.4%; NOD1 inhibition: -32%

# Taken from above:
# `COc1cccc(NC(=O)NNC(=O)CCc2ccc(O)c(O)c2)c1` in HIV peptide binding = -1.9%
# `C/C(=N\NC(=S)Nc1cccc(C)c1)c1cc2ccccc2o1` in GPR55 antagonists = 16%

# (listing goes on)
SMILES,GPR55 antagonists,KOR beta-arrestin-1,HIV peptide binding,KOR beta-arrestin-2,Dengue-2 NS5 capping,GPR35 antagonists,West Nile antiviral,GPR55 activation,NOD1 inhibition
COc1ccc(C(=O)NC(=S)N2CCN(c3ccccc3OC)CC2)cc1OC,19%,5.3%,1.5%,-5%,2%,5%,-0.2%,-0.1%,-6%
CC(=O)Nc1ccc(OC(=O)c2c(-c3ccccc3Cl)noc2C)cc1,10%,3.8%,-2.5%,4%,-1%,6%,-0.9%,0.0%,-32%
COc1ccc2c(c1)C(=NNc1ccc(C(=O)O)cc1)c1cc(OC)ccc1-2,-5%,2.2%,45%,-26%,10%,-5%,1.2%,-0.2%,4%
Cc1ccc(NC(=O)C2C3/C=C\CCCCC32)cc1 (centres undefined),7%,-1.4%,5.3%,11%,-1%,-5%,0.0%,0.3%,-38%
N#Cc1ccccc1NC(=S)Nc1ccc(F)cc1,21%,·,0.9%,4%[20 µM],1%,-6%,-0.3%,0.3%,-1%
CC(C)[C@H](NC(=O)[C@@H]1Cc2ccccc2CN1C(=O)OC(C)(C)C)C(=O)NCC1CCC(C(=O)O)CC1 (some centres undefined),12%,-2.4%,-1.5%,25%,-8%,9%,0.0%,-0.1%,-4%
CCN(CC)C(=O)COc1ccc2c(c1)C(=O)CC(C)(C)O2,-6%,-0.6%,1.0%,-11%,5%,7%,0.0%,-0.3%,-16%
O=C(c1cc(=O)c2ccccc2o1)N1CCCc2ccccc21,3%,0.4%,3.2%,-9%,-5%,-4%,0.0%,-0.1%,46%
Cc1ccc(C)c(CSc2nnc(-c3ccccn3)n2N)c1,2%,-7.7%,1.4%,2%,-4%,0%,-0.6%,-0.2%,-14%
CCOC(=O)/C(C#N)=C\C1=C(N2CCOCC2)CC(C)(C)OC1,3%,-1.6%,1.2%,-9%,1%,-3%,-0.9%,-0.3%,-34%
COc1ccc(N(CC(=O)O)S(=O)(=O)c2c(C)n[nH]c2C)cc1,1%,4.3%,-0.3%,16%,-7%,2%,1.1%,0.2%,8%
O=C(Cn1ccc([N+](=O)[O-])n1)c1ccccc1,2%,·,-0.5%,-15%[20 µM],-2%,24%,-0.2%,0.2%,-30%
COc1ccc(CNC(=O)C/C(C)=N/NC(=O)COc2cccc(C)c2)cc1,3%,0.8%,0.9%,-8%,-5%,-12%,-0.2%,0.1%,-14%
O=C(NN1C(=O)C2C3C=CC(C3)C2C1=O)c1cccc(Cl)c1 (centres undefined),1%,0.5%,0.0%,-43%,-6%,4%,-0.1%,-0.2%,-33%
CCOC(=O)c1sc(NC(=O)CSc2nccc(C)n2)c(C#N)c1C,10%,-0.8%,1.5%,-16%,0%,4%,·,-0.1%,-4%
CN(C)/C=C(\C#N)C(=O)Nc1ccc(F)cc1,16%,3.5%,-0.1%,-16%,3%,-5%,0.1%,0.3%,1%
COc1ccc(NC(=O)c2cc(-c3ccc4c(c3)OCO4)on2)cc1,-2%,6.5%,-1.2%,-18%,-1%,-6%,-0.1%,0.3%,-21%
O=C(Nc1cccc(Br)c1)c1cc2ccccc2o1,3%,1.9%,0.0%,-25%,-3%,-16%,-0.7%,0.0%,-102%
O=C(CSc1nc2cc(Cl)c(Cl)cc2[nH]1)c1ccc2c(c1)OCO2,26%,4.2%,-2.4%,14%,-12%,6%,0.2%,0.0%,14%
Cc1ccc(S(=O)(=O)N/N=C\c2ccc3c(c2)OCO3)c(C)c1,8%,7.6%,-1.0%,-18%,2%,5%,-0.7%,-0.1%,-3%
CC(C)(C)C1=C(C#N)C(c2ccc3c(c2)OCO3)C(C#N)=C(N)O1 (centres undefined),1%,-7.3%,-1.4%,-5%,2%,3%,0.0%,-0.2%,1%
CC1(C)CC(=O)c2c(O)cc(OCC(=O)N3CCN(c4ccc(F)cc4)CC3)cc2O1,-3%,1.9%,-0.6%,-10%,7%,-5%,-0.8%,0.7%,-10%
O=C(c1cc2ccccc2oc1=O)N(Cc1ccccc1)C1CCS(=O)(=O)C1 (centres undefined),·,-1.2%,-0.3%,18%,-2%,4%,-0.2%,-0.1%,-6%
COc1ccccc1NC(=O)c1c(C)oc2c1CCCC2,0%,4.1%,-2.5%,-18%,8%,-11%,-0.3%,-0.4%,-32%
COc1ccc(NC2=NCC(=O)N2c2ccccc2F)cc1,4%,6.2%,-0.5%,7%,-2%,1%,-0.1%,-0.2%,4%
CCOC(=O)Cc1c(C)[nH]n(-c2ccccc2)c1=O,-8%,-3.2%,-2.3%,-8%,·,8%,0.0%,0.2%,4%
COc1ccc(CN2CCS(=O)(=O)CC2)cc1OC,9%,-3.3%,1.2%,30%,-5%,7%,0.0%,-0.3%,-19%
Clc1ccc(CSc2nncn2-c2ccc3c(c2)OCCO3)cc1,-18%,-2.8%,1.3%,-6%,6%,0%,-0.8%,-0.1%,16%
CCOC(=O)c1cnc2c(cnn2C)c1Oc1ccc(OC)cc1,10%,-0.4%,-2.7%,-55%,-5%,0%,-1.9%,0.1%,3%
COCCNC(=O)CS(=O)Cc1nc(-c2ccc(Cl)cc2)oc1C (centres undefined),12%,1.1%,2.8%,-24%,-2%,0%,·,-0.1%,-9%
CC(=O)c1cccc(NC(=O)CCS(=O)(=O)c2cccc3nonc23)c1,4%,-0.1%,-1.3%,36%,-4%,-1%,-0.7%,0.0%,-20%
O=C(Nc1ncc([N+](=O)[O-])s1)c1ccccc1Br,3%,-5.4%,2.1%,-2%,-3%,-10%,-1.2%,-0.1%,-32%

# Records listed so far that bear a hit mark in HIV peptide binding.
SMILES,GPR55 antagonists,KOR beta-arrestin-1,HIV peptide binding,KOR beta-arrestin-2,Dengue-2 NS5 capping,GPR35 antagonists,West Nile antiviral,GPR55 activation,NOD1 inhibition
O=C(N/N=C/c1ccc([N+](=O)[O-])o1)c1cn(-c2ccccc2)nc1-c1ccc(Cl)cc1,10%,2.9%,64%*,-381%[20 µM],3%,-1%,-0.9%,0.2%,-27%

# A run of entries of the results above, for reference:
SMILES,GPR55 antagonists,KOR beta-arrestin-1,HIV peptide binding,KOR beta-arrestin-2,Dengue-2 NS5 capping,GPR35 antagonists,West Nile antiviral,GPR55 activation,NOD1 inhibition
COCCNC(=O)CS(=O)Cc1nc(-c2ccc(Cl)cc2)oc1C (centres undefined),12%,1.1%,2.8%,-24%,-2%,0%,·,-0.1%,-9%
CC(=O)c1cccc(NC(=O)CCS(=O)(=O)c2cccc3nonc23)c1,4%,-0.1%,-1.3%,36%,-4%,-1%,-0.7%,0.0%,-20%
O=C(Nc1ncc([N+](=O)[O-])s1)c1ccccc1Br,3%,-5.4%,2.1%,-2%,-3%,-10%,-1.2%,-0.1%,-32%

# Bioassay records from PubChem.
